# PKA-R2B activ = activators of human PKA-R2B complex; P22694+P31323; PKA-R2B holoenzyme dissociation, Cy5-IP20 fluorescence polarization; R2B truncated from residue 108, S112A mutant; 0% DMSO only, 100% 113 µM cGMP; activation, % at 11.4 µM; 340,000 compounds, 0.079% hits; AID 504700;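 active means activation above a cutoff set at the mean over all compounds plus 3 SD, cut at about 18% in these data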;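 further: higher means more holoenzyme dissociation and a rise in polarization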
# Target sequence (P31323 whole entry, looked up, other chains not shown, the tested form may be a part): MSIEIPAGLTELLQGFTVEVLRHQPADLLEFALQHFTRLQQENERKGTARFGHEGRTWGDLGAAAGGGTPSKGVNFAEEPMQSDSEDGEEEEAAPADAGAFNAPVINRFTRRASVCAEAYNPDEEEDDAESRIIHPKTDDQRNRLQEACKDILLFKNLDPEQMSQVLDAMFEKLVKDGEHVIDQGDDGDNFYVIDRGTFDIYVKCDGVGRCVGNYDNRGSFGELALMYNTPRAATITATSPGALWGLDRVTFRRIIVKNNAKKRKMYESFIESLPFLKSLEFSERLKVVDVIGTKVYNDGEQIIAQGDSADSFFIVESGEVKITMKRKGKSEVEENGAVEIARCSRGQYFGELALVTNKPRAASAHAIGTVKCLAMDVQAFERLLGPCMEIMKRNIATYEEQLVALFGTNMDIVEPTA
# SR-BI DiI-HDL act = activators of SR-BI mediated HDL lipid uptake. CHO ldlA[mSR-BI] cells, DiI-HDL uptake fluorescence, 3 h; 100 = double the neutral-control signal. activation, % at 12.5 µM. 320,000 compounds, 0.096% hits. AID 504775;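 active means mean replicate activation of at least 60% and every replicate at or above 60%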;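 further: 0% = median plate neutral-control signal and 100% = twice that signal; values of inactives mirror those of a sister screen read the other way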
#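 Test system: SR-BI-overexpressing, LDLR-lacking CHO cells; Medium: Ham's F12 with 0.5% BSA, HEPES 25 mM, pH 7.4; Schedule: 3 h, 37 °C; Technique: bottom-read fluorescence, 550/595 nm.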
# RTF Ca sens inh = cardiac RTF calcium desensitization; inhibition, % at 7.15 µM; IANBD-labeled cardiac RTF, Ca2+ fluorescence; 340,000 compounds, 0.12% hits;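 active means inhibition above the mean inhibition of all tested compounds plus 3 SD, cut at about 17% in these data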;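 further: assay run at fixed EC70 calcium of 1.6 mM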
# Arr AP2 block = human beta-arrestin and AP2 interaction inhibition. FITC-arrestin peptide / GST-AP2 beads, flow cytometry; AP2 beta2 appendage carries R879A mutation. inhibition, % at 10 µM. 340,000 compounds, 0.31% hits. AID 504490;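 active means inhibition above a set limit, near 3 SD of compounds lacking own fluorescence, cut at about 54% in these data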;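 further: plate controls were DMSO wells for no effect and 5 µM unlabelled arrestin peptide for full effect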
#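 Material – AP2 appendage R879A on GSH beads · Buffer or medium – PBS with 0.05% Tween 20 and 0.1% BSA · Probe or stimulus – fluorescein-tagged arrestin peptide at 50 nM final · Incubation – compound with beads 12 min RT, then probe 1 h RT · Detection – high-throughput flow cytometry of beads, ex 488, em 535 nm · Evaluation – percent response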
# PvdQ acylase = blocks Pseudomonas aeruginosa PvdQ acylase activity. purified PvdQ acylase, fluorescence plate reader. inhibition, % at 10 µM. 340,000 compounds, 0.063% hits. AID 488965; in the data active means inhibition above about 30%, passing the limit was not always enough;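 further: 0% = vehicle neutral wells and 100% = reference inhibitor wells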
# C-LANA FP = KSHV C-LANA DNA binding inhibition; MBP-C-LANA/FAM-LBS DNA binding, fluorescence polarization; inhibition, % at 9 µM; 340,000 compounds, 0.078% hits; AID 504423;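 active means highest replicate inhibition at or above 60% at 9 µM, even if other replicates fall short; inactive means all replicates below 60% inhibition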;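 further: 0% = neutral control wells and 100% = 4 µM acridine orange control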
# Keap1-Nrf2 PPI = disrupts human Keap1 binding to Nrf2 peptide. inhibition, % at 9.4 µM. Keap1 Kelch-Nrf2 peptide fluorescence polarization, 1536-well. Q14145. 340,000 compounds, 0.15% hits; in the data active means inhibition above about 12%;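 further: human Keap1 Kelch domain with fluorescein labeled Nrf2 9mer peptide probe; 0% = neutral control wells and 100% = peptide positive control; higher means more block of Keap1 binding to Nrf2 peptide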
# NSD2 inh = blocks human histone methyltransferase NSD2. inhibition, % at 12.5 µM. O96028. 310,000 compounds, 0.54% hits. NSD2 peptide methylation, AlphaScreen, 120 min; in the data active means inhibition above about 50%
# SR-BI DiI inh = mouse SR-BI HDL lipid transfer inhibition | Q61009 | ldlA[mSR-BI] CHO cells, DiI-HDL uptake fluorescence, 3 h | inhibition, % at 12.5 µM | 320,000 compounds, 0.96% hits;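 active means mean replicate inhibition of at least 70% and a set share of replicates each scoring 70 or more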;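 further: 0% = median of neutral control wells and 100% = median of positive control wells; values of inactives mirror those of a sister screen read the other way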
# Target sequence (Q61009 whole entry, looked up): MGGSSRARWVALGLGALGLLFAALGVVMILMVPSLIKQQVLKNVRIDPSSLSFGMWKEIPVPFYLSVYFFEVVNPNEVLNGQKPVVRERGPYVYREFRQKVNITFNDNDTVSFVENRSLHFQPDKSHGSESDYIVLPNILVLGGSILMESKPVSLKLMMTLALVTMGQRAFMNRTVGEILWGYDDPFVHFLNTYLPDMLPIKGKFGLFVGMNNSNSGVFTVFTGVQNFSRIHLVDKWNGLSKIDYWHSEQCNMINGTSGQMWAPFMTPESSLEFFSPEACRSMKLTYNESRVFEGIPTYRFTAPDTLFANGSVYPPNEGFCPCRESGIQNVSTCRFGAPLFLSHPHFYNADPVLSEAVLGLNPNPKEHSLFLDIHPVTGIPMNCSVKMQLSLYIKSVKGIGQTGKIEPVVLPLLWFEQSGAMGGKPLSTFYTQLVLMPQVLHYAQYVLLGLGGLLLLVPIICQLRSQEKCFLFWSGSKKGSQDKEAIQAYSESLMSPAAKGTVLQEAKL
# DAGLB inh = blocks human DAGLB lipase activity | Q8NCG7 | HEK293T DAGLB membrane lysate, EnzChek fluorogenic substrate | inhibition, % at 5.17 µM | 340,000 compounds, 0.059% hits | AID 504411; in the data active means inhibition above about 34%;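 further: 0% = enzyme with vehicle and 100% = wells lacking enzyme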
# Starred values were filed as active, the others as inactive; · = no result given.
SMILES	PKA-R2B activ	SR-BI DiI-HDL act	RTF Ca sens inh	Arr AP2 block	PvdQ acylase	C-LANA FP	Keap1-Nrf2 PPI	NSD2 inh	SR-BI DiI inh	DAGLB inh
CSc1nc(O)cc(=O)n1-c1ccc(F)cc1	11	15	-2	-10	-3	-0.1	-4	-1	-15	3
CCN1CCN(c2ccc(S(=O)(=O)N3CCCCC3)cc2NC(=O)c2cc3ccccc3o2)CC1	-1	5	0	1	-5	-0.8	-4	4	-5	-2
S=C(NCc1ccco1)N1CCN(c2ccccn2)CC1	-5	-1	-8	·	-5	0.1	3	0	1	-9
CCOC(=O)C1CCN(C(=O)CSCc2nc(-c3ccc(OCC)cc3)oc2C)CC1	8	·	-9	10	-7	-1.1	-3	7	·	2
O=C(NNC(=O)c1ccc2ccccc2c1O)c1ccccc1Cl	-7	-35	5	-3	-14	3.5	0	2	35	5
Cc1cc(NC(=O)CSc2ccc(Cl)cc2)no1	-2	24	5	2	-16	0.5	0	1	-24	-4
CC(C)(C)NC(=O)C(c1ccc(F)cc1)N(CC1CCCO1)C(=O)CCC(=O)Nc1ccccn1 (centres undefined)	-1	·	-4	-14	-5	0.4	-6	12	·	2
CC(=O)N1c2ccc(S(=O)(=O)N3CCC(C(=O)Nc4cccc(Cl)c4)CC3)cc2CC1C (centres undefined)	0	-19	-9	44	-16	-1.7	0	0	19	2
CC1=C(C(=O)OC2CCCCC2)C(c2cccs2)n2c(nc3ccccc32)N1 (centres undefined)	3	13	-7	7	-9	-2.8	-1	1	-13	3
CCOC(=O)Cn1nc(-c2ccc(F)cc2)cc(Cc2ccccc2)c1=O	-3	·	1	-1	2	0.6	-2	-10	·	-7
O=C(c1ccncc1)N1CCc2ccccc2C1	5	17	2	26	7	0.6	4	-5	-17	-1
Cc1ccc(S(=O)(=O)C2(C(=O)N(C)C3CCCCC3)CC2)cc1	-3	10	-1	25	3	3.6	5	-4	-10	-7
Cc1ccc(S(=O)(=O)N2CCCCC2CCNC(=O)C(=O)NCc2ccccc2)cc1 (centres undefined)	0	-11	3	37	7	1.0	0	-1	11	-1
Cn1c(/C(C#N)=C(\O)c2ccc([N+](=O)[O-])cc2)nc2ccccc21	-11	15	-4	15	-2	-0.2	-5	0	-15	1
O=[N+]([O-])c1ccc(O)c(Nc2ncnc3ccc(Br)cc23)c1	-1	4	-1	6	1	-1.7	-4	0	-4	9
COc1cc(C2C3=C(COC3=O)Oc3cc4c(cc32)OCO4)cc(OC)c1OC (centres undefined)	-3	-3	-6	2	-6	-2.1	1	-2	3	0
CCCc1cc(C(=O)Nc2cccnc2Cl)no1	-1	0	8	9	-3	2.3	-1	-1	0	0
O=C(NCc1ccc2c(c1)OCO2)c1cc(-c2ccccn2)nc2ccccc12	2	-13	-2	-11	-10	-1.1	-3	0	13	1
CCCOc1ccc(C2c3c(oc4ccccc4c3=O)C(=O)N2CCN(CC)CC)cc1OC (centres undefined)	6	3	1	0	-14	-0.7	0	16	-3	-1
Cc1ccccc1NC(=S)NCC(c1cccnc1)N(C)C (centres undefined)	-11	12	5	3	-8	0.6	-1	-2	-12	0
Cc1nc(N(C)Cc2ccccc2)c2c(C)c(C)sc2n1	5	·	-5	1	-13	0.0	1	-2	·	-4
COc1cccc(C(=O)NC2=NCCS2)c1OC	3	0	-21	-6	-18	-1.4	-7	0	0	-1
O=C(CSc1nccn1-c1ccccc1)c1ccc(Br)cc1	-5	33	-10	-1	-18	-1.2	-6	0	-33	-5
CCCNC(=O)COc1coc(CN2CCN(c3ccccc3OC)CC2)cc1=O	10	9	0	36	1	-0.2	-4	-4	-9	-5
CN1C=CC=C/C1=C(\C#N)c1nc2ccccc2[nH]1	-12	-5	5	-5	-3	0.3	-3	·	5	1

# 3 entries from above, sorted by count of non-hydrogen atoms, highest first:
SMILES	PKA-R2B activ	SR-BI DiI-HDL act	RTF Ca sens inh	Arr AP2 block	PvdQ acylase	C-LANA FP	Keap1-Nrf2 PPI	NSD2 inh	SR-BI DiI inh	DAGLB inh
Cc1nc(N(C)Cc2ccccc2)c2c(C)c(C)sc2n1	5	·	-5	1	-13	0.0	1	-2	·	-4
CN1C=CC=C/C1=C(\C#N)c1nc2ccccc2[nH]1	-12	-5	5	-5	-3	0.3	-3	·	5	1
CSc1nc(O)cc(=O)n1-c1ccc(F)cc1	11	15	-2	-10	-3	-0.1	-4	-1	-15	3

# Other results follow:
SMILES	PKA-R2B activ	SR-BI DiI-HDL act	RTF Ca sens inh	Arr AP2 block	PvdQ acylase	C-LANA FP	Keap1-Nrf2 PPI	NSD2 inh	SR-BI DiI inh	DAGLB inh
Cc1noc(C)c1S(=O)(=O)NCc1ccc(CN(C)C)cc1	-2	2	-1	12	-3	-0.5	-6	4	-2	2
CC(OC(=O)c1ccccc1C(=O)N(C)C1CCCCC1)C(=O)NC1(C#N)CCCCC1 (centres undefined)	-3	16	1	13	4	-0.3	-2	1	-16	-1
O=C(COc1ccccc1)NC1C(=O)N2C(C(=O)O)=C(Cl)CSC12 (centres undefined)	-2	-4	4	36	18	1.4	-4	0	4	-1
N#CC(C#N)=C1C=CC=CN1/C(=C\c1ccco1)C(=O)c1ccc(Br)cc1	-4	-58	-13	-7	-14	0.3	-2	-1	58	1
Cc1ccc(S(=O)(=O)N2C[C@@H]3[C@H]4CC[C@H](C4)[C@@H]3[C@@H](C)[C@@H]2C2CCCCC2=O)cc1 (some centres undefined)	-5	-3	-1	35	6	2.5	4	·	3	-7
O=C(CN(c1cccc(C(F)(F)F)c1)S(=O)(=O)c1ccccc1)N1CCOCC1	8	-7	2	18	3	-0.9	3	-1	7	-2
COc1cccc(C(=O)Nc2cccc(C(C)=O)c2)c1	-2	-11	-6	-4	-6	-0.2	6	-2	11	1
Cn1c(=O)[nH]c(=O)c2c1nc(N1CCOCC1)n2CC(=O)c1ccccc1	-5	27	-4	13	-9	-1.0	-4	·	-27	-2
Cc1nnc(SCc2cccc3ccccc23)n(N)c1=O	-10	-25	-14	-2	2	-0.4	-2	-3	25	2
CCCn1nc(C(=O)Nc2ccc(S(=O)(=O)Nc3ncccn3)cc2)c2ccccc2c1=O	8	-16	1	-16	-5	-2.2	1	3	16	3
Nc1nc(NCCOCCO)nc(NCC2CCCO2)c1[N+](=O)[O-] (centres undefined)	-1	0	3	5	-12	1.5	-8	-4	0	2
O=C(CSc1nnc(-c2ccncc2)n1-c1ccc(Cl)cc1)N1CCOCC1	-5	16	-2	-22	-6	1.3	3	0	-16	-2
O=C(Nc1nc2ccc(S(=O)(=O)N3CCCC3)cc2s1)c1cccs1	11	-11	-9	2	-8	-0.3	2	0	11	-3
Cn1c(CCN2CCOCC2)nc2cc(NC(=O)c3cccs3)ccc21	-14	7	-13	7	5	-0.2	-5	-1	-7	1
CCCCOc1ccc(C(=O)N/C(=C/c2cccc([N+](=O)[O-])c2)C(=O)O)cc1	-3	1	-7	-1	-10	-1.2	-7	-8	-1	6
CC(CN1CCN(Cc2ccccc2)CC1)OC(=O)c1ccco1 (centres undefined)	7	·	2	12	-13	0.0	-6	-3	·	-3
CC(C)OP(=O)(OC(C)C)C(Nc1ccc(C(=O)O)cc1)c1ccccc1 (centres undefined)	-1	·	2	49	4	0.3	5	3	·	-2
O=C(c1ccc2nccnc2c1)N1CCN(c2cccc(C(F)(F)F)c2)CC1	1	13	-14	-8	-14	-2.6	-3	5	-13	-4
CC(C)C(c1nnnn1C1CCCCC1)N1CCN(c2ncccn2)CC1 (centres undefined)	-10	-9	5	3	3	0.5	-4	1	9	-3
COc1cccc(/C=N/Nc2ccc(S(=O)(=O)O)cc2)c1O	3	36	-9	4	-11	1.5	4	-2	-36	0
COc1ccccc1Oc1c(C)oc2c(CN3CCN(CCO)CC3)c(O)ccc2c1=O	·	18	·	·	-77	·	·	-1	-18	·
CCCCn1c(SCC(=O)Nc2nnc(C)s2)nc2c1c(=O)n(C)c(=O)n2C	6	60	-9	3	-7	-1.3	0	-18	-60	4
Cc1ccc(OC(=O)c2ccc(N3CCOCC3)c([N+](=O)[O-])c2)cc1	6	-6	0	0	-5	-0.5	0	4	6	4
CCOC(=O)CC(=O)N/N=C/c1c(N)n(C)c(=O)n(C)c1=O	-8	25	-2	-11	17	0.3	-1	-1	-25	-2
CC(C)C(=O)NS(=O)(=O)c1ccc(N)cc1	1	·	15	15	-3	0.0	2	-1	-14	3
O=C(Cc1ccc(NC(=O)C2CCN(C(=O)C3CCCC3)CC2)cc1)Nc1ccc(C(=O)N2CCOCC2)cc1	6	39	-5	-15	-17	-2.3	0	·	-39	-3
O=C(O)c1ccc(Cn2cnc3cccnc32)cc1	-9	15	-6	15	-4	1.5	1	-2	-15	-10
CC(C(=O)N1CCOCC1)N1C(=O)c2cccc3cccc(c23)C1=O (centres undefined)	-6	-3	-2	-2	-4	0.6	-1	3	3	4
O=C(CN1CCOCC1)Nc1ccc(NC(=O)CN2CCOCC2)c(Cl)c1	-1	22	5	-6	7	1.8	5	-5	-22	-1
Cc1ccc(CNC(=O)[C@H](C)NC(=O)C2CCN(C(=O)[C@@H]3CCCN3C(=O)OC(C)(C)C)CC2)cc1	-2	-7	-9	3	-19	-0.5	-7	·	7	-1
Cc1nc(NC(=O)CN2CCCCC2)sc1C(=O)N(C)C	-2	28	-1	32	12	-0.8	1	-1	-28	2
CCOc1ccc(C(c2nnnn2Cc2ccccc2)N2CCN(C(=O)c3ccco3)CC2)cc1 (centres undefined)	-5	-12	4	-17	-1	1.9	-8	1	12	-2
O=C(Nc1nccs1)C1CC=CCC1C(=O)OCC(F)(F)C(F)F (centres undefined)	-7	8	-7	-3	-5	-0.2	1	0	-8	1
Cc1ccc(NC(=O)C(C)Sc2nnc(C)n2C)cc1 (centres undefined)	-13	17	-2	10	-10	-1.6	-1	-5	-17	1
O=C(CSc1nc(-c2cccs2)cc(C(F)(F)F)n1)NCc1ccco1	-3	-41	-5	4	-14	-0.6	-5	0	41	1
COc1cc(OC)cc(C(=O)NCC(=O)OCC(=O)Nc2ccc(C)c(S(=O)(=O)N3CCOCC3)c2)c1	-5	-15	-7	3	4	-0.4	1	-5	15	-4
CCCC(=O)Nc1c2c(nn1-c1ccc(F)cc1)CS(=O)(=O)C2	6	18	-6	7	3	-1.0	0	-2	-18	0
COc1ccc(-n2c(=O)c3ccccc3c3ccccc3c2=O)c(OC)c1	-10	27	-5	-5	-14	-0.8	-4	14	-27	-4
CC(=O)NC(=C(Cl)Cl)S(=O)(=O)c1ccccc1	-10	20	4	18	4	0.5	-3	2	-20	3
C/C(=N\NC(=O)c1nc2ccccn2c1C)c1ccco1	-3	19	-3	-9	-5	-1.0	-2	-1	-19	1
COc1ccc(Br)c2oc(SC)cc(=O)c12	13	0	-15	14	-10	-2.0	-5	·	0	-2

# Assay outcomes from PubChem BioAssay.
